High-throughput results from PubChem.
HDAC3 inhib: HDAC3 deacetylase inhibitors, primary screen, biochemical, fluorescence, cell-free homogeneous | AID 2718, 2010 | 0.15% of 320,000 active | inhibition, % at 8.3 µM | recombinant HDAC3, fluorogenic peptide/trypsin coupled; in the data active means inhibition above about 26%, passing the limit was not always enough; inconclusive means no clear call, values can overlap the other calls
KCNQ1 inh: inhibitors of human KCNQ1 channel, primary screen, cell-based, thallium flux, high-throughput; 1.3% of 310,000 active; Potassium voltage-gated channel subfamily KQT member 1 (Homo sapiens), P51787; CHO-K1 KCNQ1, FluxOR thallium flux fluorescence; stronger effect = higher value; B-score at 10 µM;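 active means compounds whose thallium flux B-score, printed positive for inhibition, exceeds three library SD while starting fluorescence stays within three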;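 further: channel opened by potassium depolarization with thallium stimulus after 20 min compound exposure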
TMEM16A act: TMEM16A chloride channel activators or potentiators, primary screen, cell-based, HTS | Anoctamin-1 (Mus musculus), Q8BHY3 | B-score at 10 µM | HEK293 TMEM16A/YFP-H148Q/I152L, iodide quench fluorescence; stronger effect = lower value | AID 623877, 2012 | 0.3% of 340,000 active;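 active means fluorescence-ratio B-score plate-corrected deviation score at least 3 library SD below zero, with starting fluorescence score within 5 deviations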;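 further: channel opened by trigger with iodide after compound preincubation; score built on the fluorescence ratio of max minus min over baseline; more negative score means more quench and so TMEM16A activation or potentiation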
KCNK9 block: KCNK9 potassium channel inhibitors, primary screen, HEK293 cells, thallium flux | FluxOR thallium flux fluorescence; stronger effect = lower value | B-score at 10 µM | 1.2% of 310,000 active | AID 488922, 2010;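 active means ratio B-score over 3 SD below the library mean, with starting fluorescence within 5 SD of its mean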;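 further: negative B-score means less thallium flux so channel inhibition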
Target sequence (Q9NPC2 whole entry, looked up): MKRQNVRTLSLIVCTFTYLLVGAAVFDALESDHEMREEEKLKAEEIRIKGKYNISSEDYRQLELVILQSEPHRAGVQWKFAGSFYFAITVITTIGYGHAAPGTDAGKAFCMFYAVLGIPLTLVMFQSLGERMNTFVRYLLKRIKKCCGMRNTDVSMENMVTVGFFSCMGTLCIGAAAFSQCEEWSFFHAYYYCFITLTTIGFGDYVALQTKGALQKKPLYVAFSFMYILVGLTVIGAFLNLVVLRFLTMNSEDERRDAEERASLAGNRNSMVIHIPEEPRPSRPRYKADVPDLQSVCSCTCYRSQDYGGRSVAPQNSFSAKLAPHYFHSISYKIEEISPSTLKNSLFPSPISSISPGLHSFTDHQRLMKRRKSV
RGS4 inh: RGS4 inhibitors, primary screen, cell-based, HEK293 M3R inducible RGS4, calcium flux | B-score at 10 µM | AID 463165, 2010 | Fluo-4 calcium flux; stronger effect = higher value; triggered by carbachol at its EC20 | Regulator of G-protein signaling 4 (Homo sapiens), P49798 | 0.45% of 310,000 active;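 active means B-score, a plate-corrected calcium signal, over three deviations above library mean, with baseline fluorescence within five deviations of library mean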;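 further: RGS4 expression induced by doxycycline in cells with stable M3 receptor; B-score is computed from the integrated fluorescence ratio over baseline after carbachol; higher B-score means a larger calcium signal and so more RGS4 inhibition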
Target sequence (P49798 whole entry, looked up): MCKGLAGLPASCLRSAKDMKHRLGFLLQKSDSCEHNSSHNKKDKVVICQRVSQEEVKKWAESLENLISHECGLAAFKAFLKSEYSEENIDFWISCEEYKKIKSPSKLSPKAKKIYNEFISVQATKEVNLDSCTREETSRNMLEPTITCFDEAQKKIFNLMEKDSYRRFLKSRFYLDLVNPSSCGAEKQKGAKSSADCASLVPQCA
hERG rescue: hERG rescue from dofetilide block, primary screen, cell-based, CHO-hERG, FluxOR thallium flux, dofetilide IC70; dofetilide IC70 present; activation (rescue from dofetilide block), less the hit threshold, % at 10 µM; 0.51% of 310,000 active;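 active means activation above the mean of controls blocked by dofetilide plus 5 SD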;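 further: thallium influx through hERG after potassium depolarization seen as dye fluorescence rise; in these data hits start at about 4.7%; inactives centre near -7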
KCNK3 inh: human KCNK3 channel inhibitors, primary screen, CHO cells, FluxOR thallium flux, B-score; Potassium channel subfamily K member 3 (Homo sapiens), O14649; FluxOR fluorescence; stronger effect = lower value; B-score at 10 µM; 0.84% of 340,000 active;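 active means B-score under library mean minus 4 SD, starting fluorescence ratio at most library mean plus 5 SD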;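 further: more negative B-score means stronger inhibition of thallium flux through KCNK3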
Target sequence (O14649 whole entry, looked up): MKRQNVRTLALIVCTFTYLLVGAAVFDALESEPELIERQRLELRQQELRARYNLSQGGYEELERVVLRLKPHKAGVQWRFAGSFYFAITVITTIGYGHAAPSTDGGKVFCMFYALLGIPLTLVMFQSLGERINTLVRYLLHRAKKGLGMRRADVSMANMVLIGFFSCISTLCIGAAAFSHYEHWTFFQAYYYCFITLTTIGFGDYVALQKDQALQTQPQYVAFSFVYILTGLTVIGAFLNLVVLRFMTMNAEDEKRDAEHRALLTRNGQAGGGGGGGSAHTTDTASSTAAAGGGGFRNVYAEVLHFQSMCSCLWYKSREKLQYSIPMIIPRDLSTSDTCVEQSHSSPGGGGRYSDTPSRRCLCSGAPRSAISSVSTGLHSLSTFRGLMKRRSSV
SKKanGAS inh: S. pyogenes SKKanGAS growth inhibitors in kanamycin, primary screen, streptokinase expression inhibitor project, SKKanGAS strain, BacTiter-Glo luminescence. 6 h. inhibition, % at 7.5 µM. 1.3% of 300,000 active. AID 1662, 2009;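 active means mean replicate score, as percent of positive control median, at least 50; inconclusive means mean below 50 but one replicate at or above 50; inactive means mean and every replicate below 50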;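 further: strain carries kanamycin resistance gene driven by streptokinase promoter and grows in 40 µg/ml kanamycin; loss of luminescence reflects streptokinase promoter inhibition or plain growth inhibition; 0% = median of DMSO wells and 100% = positive control at its reference dose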
KCNQ1 pot: potentiators or activators of KCNQ1 channel, primary screen, cell-based, thallium flux, high-throughput. Potassium voltage-gated channel subfamily KQT member 1 (Homo sapiens), P51787. CHO-K1 KCNQ1, thallium flux FluxOR fluorescence; stronger effect = higher value. B-score at 10 µM. 0.35% of 310,000 active;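 active means fluorescence ratio B-score, a plate-corrected score, at least three library SD, with initial intensity B-score within 5 SD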
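Test system: CHO-K1 cells stably expressing KCNQ1 / Medium: assay buffer / Also added: depolarizing K+/Tl+ stimulus, K2SO4 and Tl2SO4 each 12.5 mM in 5x stock / Incubation: 90 min dye loading and 20 min compound exposure, both at room temperature / Signal: thallium influx via FluxOR fluorescence, kinetic imaging / Evaluation: B score of baseline-normalized fluorescence ratio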
RGS4 pot: RGS4 potentiators or activators, primary screen, cell-based, HEK293 M3R inducible RGS4, calcium flux. carbachol calcium flux Fluo4; stronger effect = lower value. B-score at 10 µM. 0.92% of 310,000 active. AID 463111, 2010;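 active means B-score of the integrated calcium signal more than 4 SD below the library mean, with starting fluorescence not abnormally high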;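 further: negative B-score means reduced calcium response which marks RGS4 activation or potentiation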
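Material: Inducible-RGS4 HEK293 cells carrying M3 receptor; also added: carbachol at ECmax as muscarinic agonist stimulus; incubation: compound preincubation 20 min at room temperature before agonist; signal: Fluo4-AM (2 µM) calcium-flux fluorescence, kinetic read; measure: integrated calcium ratio converted to B score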
ANO1 block: TMEM16A chloride channel inhibitors, primary screen, cell-based, HTS | Anoctamin-1 (Mus musculus), Q8BHY3 | HEK293 TMEM16A/YFP iodide influx fluorescence, ionomycin | normalized B-score (activity score, 25-100; higher = stronger inhibition) at 10 µM | 1.2% of 310,000 active | AID 588511, 2011;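 active means ratio plate-corrected score three or more library SD toward inhibition, starting fluorescence score within five deviations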;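 further: score derived from kinetic fluorescence span divided by baseline fluorescence per well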
* = called active by the depositor; i = inactive; ? = inconclusive; · = no result given.

SMILES	HDAC3 inhib	KCNQ1 inh	TMEM16A act	KCNK9 block	RGS4 inh	hERG rescue	KCNK3 inh	SKKanGAS inh	KCNQ1 pot	RGS4 pot	ANO1 block
FC(F)(F)c1cccc(NC(=S)Nc2cccc(NC(=S)Nc3cccc(C(F)(F)F)c3)n2)c1	13	8*	i	i	i	-14	i	17	i	i	i
COc1ccc(C)cc1S(=O)(=O)NCC(c1ccco1)N1CCc2ccccc2C1 (stereo not given)	13	i	i	i	i	-9	i	5	i	i	i
O=C(NCCNC(=O)c1ccco1)c1ccco1	2	i	i	i	i	-3	i	-1	i	i	i
Oc1ccccc1CNc1nc2ccccc2n1CCN1CCCCC1	-1	i	i	i	i	-7	i	2	i	i	i
Cn1ccsc1=NC(=O)c1ccc(CS(C)(=O)=O)cc1	3	i	i	i	i	-5	i	3	i	i	i
Cc1cc(CNC(=O)C2CCC(=O)N(CCc3cccc(F)c3)C2)nn1C (stereo not given)	4	i	i	i	i	-9	i	-5	i	i	i
Cc1ccc(S(=O)(=O)N2CCN(S(=O)(=O)N(C)C)CC2)cc1	-3	i	i	i	i	-8	i	1	i	i	i
N#Cc1nc(-c2ccco2)oc1NCc1ccco1	-10	i	i	i	i	0	i	3	i	i	i
COC(=O)CCCC1=CC2=CC(=O)C(C)(OC(=O)c3cccs3)C(=O)C2=CN1CC(C)C (stereo not given)	0	i	i	i	i	-5	i	2	i	i	i
O=C(c1cn(CC2CCCCC2)nn1)N1CCN(c2ccc(F)cc2)CC1	·	i	i	i	i	-11	i	-1	i	i	i
O=C1CC(N2CCSCC2)C(=O)N1c1ccc(Br)cc1 (stereo not given)	4	i	i	i	i	-4	i	-2	i	i	i
COc1ccc(OC)c(S(=O)(=O)Nc2ccc(OCC(=O)O)cc2)c1	-1	i	i	i	i	-5	i	0	i	i	i
CC(C)(C)NC(=O)Cn1nnc(-c2ccccc2NC(=O)c2ccco2)n1	-8	i	i	i	i	-1	i	-2	i	i	i
Cn1c(CCN2CCCCC2)nc2cc(NC(=O)NC3CCCCC3)ccc21	-14	i	i	i	i	-9	i	-1	i	i	i
CCOC(=O)C(CCCCC(NC(C)=O)(C(=O)OCC)C(=O)OCC)(NC(C)=O)C(=O)OCC	-4	i	i	i	i	-5	i	18	i	i	i
Cc1ccc(SCCC(=O)OCC(=O)NCC2CCCCC2)cc1	-3	i	i	i	i	-6	i	-8	i	i	i
O=C(NN1CCOCC1)c1ccc(Cl)cc1Cl	-4	i	i	i	i	-3	i	-2	i	i	i
Cc1nc(COc2cccc(Cl)c2)sc1C(=O)/C=C/N(C)C	2	i	i	i	i	-14	i	25	i	i	i
Cn1cc(/C=N/NC(N)=S)c2ccccc21	4	i	i	i	i	-6	i	-8	i	i	i
Cc1ccc(-n2ncc3c2CCCC3NC(=O)c2ccoc2)cc1C (stereo not given)	-4	i	i	i	i	-8	i	-2	i	i	i
CC(C)(C)C(=O)Nc1ccc(NC(=O)C(C)(C)C)cc1	3	i	i	i	i	-14	i	-3	i	i	i
Cc1ccc(S(=O)(=O)NCc2ccccc2)cc1C(=O)N(C)Cc1ccc(F)cc1	-2	i	i	i	i	-5	i	-6	i	i	i
C=CCn1cc(Cl)c(=O)n(CC=C)c1=O	?	i	i	i	i	-10	i	8	i	i	i
Cc1cccc(N2CCN(S(=O)(=O)c3cc4c(cc3Cl)NC(=O)CO4)CC2)c1C	1	i	i	i	i	-5	i	-11	i	i	i
O=C1CCCc2c1[nH]c1c(Br)cccc21	1	i	i	i	i	-6	i	-9	i	i	i
SMILES	HDAC3 inhib	KCNQ1 inh	TMEM16A act	KCNK9 block	RGS4 inh	hERG rescue	KCNK3 inh	SKKanGAS inh	KCNQ1 pot	RGS4 pot	ANO1 block
CC(C)c1ccccc1NC(=O)CNC(C)c1ccc(F)cc1 (stereo not given)	6	i	i	i	i	-12	i	-10	i	i	i
Cn1cc(NC(=O)OCc2ccc(Cl)cc2)c(C(F)(F)F)n1	-1	i	i	i	i	-14	i	11	i	i	i
Cc1nnsc1Sc1cccc(C(F)(F)F)c1	2	i	i	i	i	-9	i	9	i	i	i
CCCc1cc(=O)[nH]c(SCC(=O)N2CCN(S(=O)(=O)c3ccc(Cl)cc3)CC2)n1	1	i	i	i	i	-7	i	1	i	i	i
N#Cc1c(/N=C/c2cccs2)sc2c1CCC2	0	i	i	i	i	-6	i	2	i	i	i
C#CCNc1ccc([N+](=O)[O-])cc1	0	i	i	i	i	-13	i	4	i	i	i
COc1ccccc1N(C(C)=O)c1nc(C)cc(C)c1C#N	6	i	i	i	i	-2	i	-2	i	i	i
Cc1ccc(C(=O)NC(C)c2ccc(S(N)(=O)=O)cc2)s1 (stereo not given)	-8	i	i	i	i	1	i	5	i	i	i
Cc1ccccc1OCc1n[nH]c(=S)n1Cc1ccccc1	-2	i	i	i	i	-2	i	-15	i	i	i
CN1CC(c2ccc(C#N)cc2)C2(COc3ccccc3C2=O)C12C(=O)Nc1ccccc12 (stereo not given)	6	i	i	i	i	-15	i	-9	i	i	i
COc1cc2c(cc1OC)/C(=C/C(=O)c1ccc(F)cc1)NCC2	-7	i	i	i	i	-17	i	-4	i	i	i
CC(C)Cn1cnc2c(c(-c3ccccc3)c(-c3ccccc3)n2Cc2ccco2)c1=N	2	9*	i	-9.9*	i	-20	i	-1	i	-11*	i
C=CCNS(=O)(=O)c1ccc(OCC(=O)OCC)cc1	-8	i	i	i	i	0	i	-2	i	i	i
CCn1c(SCc2ccccc2Cl)nc2ccccc21	1	i	i	i	i	-9	i	74*	i	i	i
COC(=O)CSC1=C(C#N)C(c2ccccc2)CC(=O)N1 (stereo not given)	5	i	i	i	i	-8	i	-4	i	i	i
O=C(O)c1cc(NC(=O)c2ccc([N+](=O)[O-])cc2)cc(NC(=O)c2ccc([N+](=O)[O-])cc2)c1	3	i	i	i	i	-4	i	-4	i	i	i
COc1ccc(/C=N/NC(=O)CCn2nc(C)cc2C)cc1O	5	i	i	i	i	-11	i	-4	i	i	i
CC(C)C(=O)Nc1ccc2oc(-c3cc(F)c(F)cc3Cl)nc2c1	-6	i	i	i	i	-18	i	3	i	i	i
CCOC(=O)C1CCN(C(=O)CCNS(=O)(=O)c2cc(Br)cnc2N)CC1	8	i	i	i	i	-7	i	-2	i	i	i
CCC1(c2ccccc2)NC(=O)N(CC(=O)Nc2ccc(S(N)(=O)=O)cc2)C1=O (stereo not given)	2	i	i	i	i	-6	i	0	i	i	i
Cn1c(-c2ccc[nH]c2=O)nc2cc(Cl)ccc21	-53	i	i	i	i	-10	i	0	i	i	i
COc1cc(NC(=O)COC(=O)CNS(=O)(=O)c2ccc(F)c(F)c2F)cc(OC)c1	5	i	i	i	i	-10	i	5	i	i	i
CCN(Cc1cc2cc(C)ccc2[nH]c1=O)S(=O)(=O)c1ccccc1	6	i	i	i	i	-19	i	-14	i	i	i
CCOC(=O)C(=O)Nc1sc(C(=O)N(CC)CC)c(C)c1C#N	3	i	i	i	i	2	i	1	i	i	i
O=C(CN1CCN(c2ncccn2)CC1)N1CCc2ccccc21	5	i	i	i	i	-9	i	-13	i	i	i
SMILES	HDAC3 inhib	KCNQ1 inh	TMEM16A act	KCNK9 block	RGS4 inh	hERG rescue	KCNK3 inh	SKKanGAS inh	KCNQ1 pot	RGS4 pot	ANO1 block
O=C1NC(c2ccc3c(c2)OCO3)Nc2ccccc21 (stereo not given)	-1	i	i	i	i	-4	i	1	i	i	i
O=C(NCCCNC(=O)c1cnccn1)c1ccc(Cl)c(Cl)c1	1	i	i	i	i	-6	i	0	i	i	i
COCC(C)N1CCC(n2nccc2NC(=O)CCCc2ccccc2)CC1 (stereo not given)	-3	i	i	i	i	-5	i	-1	i	i	i
C/C(=N\NC(=O)C1CC1)c1cccnc1	-2	i	i	i	i	-11	i	-7	i	i	i
COc1ccc(CCc2nc(-c3cccs3)no2)cc1	0	i	i	i	i	-1	i	3	i	i	i
O=C(Nc1ccc([N+](=O)[O-])cc1)c1cccc(S(=O)(=O)Nc2ccccn2)c1	-2	i	i	i	i	-2	i	7	i	i	i

Structures shown so far with a CF3 group (3):
SMILES	HDAC3 inhib	KCNQ1 inh	TMEM16A act	KCNK9 block	RGS4 inh	hERG rescue	KCNK3 inh	SKKanGAS inh	KCNQ1 pot	RGS4 pot	ANO1 block
FC(F)(F)c1cccc(NC(=S)Nc2cccc(NC(=S)Nc3cccc(C(F)(F)F)c3)n2)c1	13	8*	i	i	i	-14	i	17	i	i	i
Cn1cc(NC(=O)OCc2ccc(Cl)cc2)c(C(F)(F)F)n1	-1	i	i	i	i	-14	i	11	i	i	i
Cc1nnsc1Sc1cccc(C(F)(F)F)c1	2	i	i	i	i	-9	i	9	i	i	i

One compound at a time, as listed above. Order of screens: HDAC3 inhib	KCNQ1 inh	TMEM16A act	KCNK9 block	RGS4 inh	hERG rescue	KCNK3 inh	SKKanGAS inh	KCNQ1 pot	RGS4 pot	ANO1 block
`C/C(=N\NC(=O)C1CC1)c1cccnc1` is entered as -2	i	i	i	i	-11	i	-7	i	i	i
`O=C(NCCCNC(=O)c1cnccn1)c1ccc(Cl)c(Cl)c1` is entered as 1	i	i	i	i	-6	i	0	i	i	i
`O=C1NC(c2ccc3c(c2)OCO3)Nc2ccccc21` (stereo not given) is entered as -1	i	i	i	i	-4	i	1	i	i	i
`O=C(Nc1ccc([N+](=O)[O-])cc1)c1cccc(S(=O)(=O)Nc2ccccn2)c1` is entered as -2	i	i	i	i	-2	i	7	i	i	i
`COc1ccc(CCc2nc(-c3cccs3)no2)cc1` is entered as 0	i	i	i	i	-1	i	3	i	i	i
